Screening data (PubChem BioAssay)
SKN-1 block – blocks SKN-1 activity in C. elegans; inhibition, % at 21.8 µM; C. elegans VP596 Pgst-4::GFP/RFP ratio, acrylamide-induced, 24 h; 360,000 compounds, 0.49% hits;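 active = interference check ratio from 0.5 to 1.5 plus GFP to RFP signal ratio inhibition reaching or exceeding a fixed threshold, cut at about 30% in these data, passing the limit was not always enough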; note: some compounds called inactive have numbers as strong as hits
STEP inh – blocks human striatal-enriched tyrosine phosphatase | recombinant STEP, OMFP fluorogenic substrate, fluorescence | inhibition, % at 20 µM | 360,000 compounds, 0.25% hits | AID 588621;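 active = inhibition at 20 µM, scaled per plate between control wells, above about 37%, limit read from the data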;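 note: 0% = DMSO with enzyme and substrate and 100% = substrate only without enzyme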
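Material: STEP (striatal-enriched tyrosine phosphatase) enzyme, cell-free | Medium: 50 mM Bis-Tris pH 6.0 with 2.5 mM DTT and 0.005% Tween 20 | Read-out: Percent inhibition scaled to no-enzyme and uninhibited-enzyme controls, plate-pattern corrected | Signal: Fluorescence read at 480 nm ex / 540 nm em | Times: 20 min reaction, room temperature, in the dark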
MT1-MMP act inh – inhibitors of human MT1-MMP activation | HT1080 RFP-PRO-GFP cells, GFP/RFP ratio fluorescence, overnight; percent of plate control window, DMSO zero | 360,000 compounds, 0.061% hits | AID 651647 | GFP/RFP ratio change, % at 20 µM;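 active = GFP/RFP ratio change of at least 30% with cell ATP level not reduced by more than half and red fluorescence within 50% of control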; note: strong numbers were not always called active
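Assay system: HT1080 RFP-PRO-GFP cells | Dosing: 20 µM single dose, 1% DMSO | Incubation: Cells overnight before dosing, compound overnight, 37 °C, 5% CO2 | Evaluation: GFP/RFP fluorescence ratio | Control set: DMSO-only wells and HT1080 RFP-L50D-GFP cell wells as references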
Rpn11 block – inhibitors of human proteasome Rpn11; O00487; human 26S proteasome, Ub4-pepOG fluorescence polarization; 20S core pre-blocked with epoxomicin; calls only at 20 µM; 360,000 compounds, 0.59% hits; AID 588493;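 active = inhibition at 20 µM, scaled to each plate's controls, above about 33%, limit read from the data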
DNMT1 inh – inhibitors of human DNMT1. DNMT1 molecular beacon, Hinp1I cleavage, fluorescence. inhibition (reported as % activation of signal), % at 10 µM. 360,000 compounds, 0.83% hits. AID 588458; in the data active = inhibition above about 50%
Scp1 inh – Scp-1 (human) phosphatase inhibition; Q9GZU7; Recombinant Scp1, phosphopeptide, malachite green phosphate absorbance; inhibition, % at 20 µM; 340,000 compounds, 0.88% hits; AID 493091;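 active = inhibition above about 50% at 20 µM, limit read from the data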;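 note: plate controls were DMSO wells with enzyme for no effect and wells lacking enzyme for full effect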
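Test system – truncated SCP-1 phosphatase (76-261aa) · Reagent – Phosphorylated 17-residue peptide substrate · Incubation – 45 min room-temperature reaction, 5 min colour, 30 min stabiliser · Detection – colorimetric phosphate reagent with accelerator and stabiliser, absorbance at 630 nm · Measure – % inhibition at 20 µM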
NadD block – NadD (S. aureus) enzyme inhibition; inhibition, % at 20 µM; purified NadD enzyme, colorimetric absorbance read-out; 360,000 compounds, 0.78% hits; in the data active = inhibition above about 26%; note: some compounds past the cut are filed as inactive
NRP1-CendR mod – alters CendR peptide binding to human NRP-1; O14786; FAM-RPARPAR peptide binding to NRP-1, fluorescence polarization; inhibition, % at 25 µM; 360,000 compounds, 0.85% hits; AID 602438;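 active = inhibition or corrected inhibition above about 18%, plus a signal ratio from 0.5 to 1.5, limit read from the data, passing the limit was not always enough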; note: strong numbers were not always called active
Target sequence (O14786 whole entry, looked up): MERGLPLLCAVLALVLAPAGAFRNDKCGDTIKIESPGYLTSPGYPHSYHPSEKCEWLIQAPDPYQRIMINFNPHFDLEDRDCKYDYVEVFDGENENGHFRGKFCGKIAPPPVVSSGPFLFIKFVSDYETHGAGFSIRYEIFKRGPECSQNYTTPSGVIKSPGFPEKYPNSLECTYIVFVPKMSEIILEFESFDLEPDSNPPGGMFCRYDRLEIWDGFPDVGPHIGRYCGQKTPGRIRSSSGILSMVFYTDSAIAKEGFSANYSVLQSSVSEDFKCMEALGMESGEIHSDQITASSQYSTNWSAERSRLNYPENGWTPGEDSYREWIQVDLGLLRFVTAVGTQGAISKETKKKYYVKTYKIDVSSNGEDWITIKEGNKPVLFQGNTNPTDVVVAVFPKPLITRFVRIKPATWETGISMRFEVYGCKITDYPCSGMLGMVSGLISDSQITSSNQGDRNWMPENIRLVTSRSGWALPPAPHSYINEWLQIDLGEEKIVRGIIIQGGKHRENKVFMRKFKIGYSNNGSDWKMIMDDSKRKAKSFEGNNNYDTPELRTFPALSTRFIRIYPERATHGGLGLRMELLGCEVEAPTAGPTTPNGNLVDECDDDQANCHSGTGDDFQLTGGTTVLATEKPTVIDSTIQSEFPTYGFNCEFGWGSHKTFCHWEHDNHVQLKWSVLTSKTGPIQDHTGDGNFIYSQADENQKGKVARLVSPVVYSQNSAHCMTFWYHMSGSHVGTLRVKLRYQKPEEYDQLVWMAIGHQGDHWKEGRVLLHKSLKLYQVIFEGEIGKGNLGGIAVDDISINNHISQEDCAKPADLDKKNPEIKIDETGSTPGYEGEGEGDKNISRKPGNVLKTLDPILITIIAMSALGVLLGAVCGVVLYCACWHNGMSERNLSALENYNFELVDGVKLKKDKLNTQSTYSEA
LMPTP block – LMPTP (human) inhibition. 360,000 compounds, 0.22% hits. inhibition, % at 20 µM. recombinant LMPTP-A, OMFP fluorogenic substrate, fluorescence intensity. P24666;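 active = compounds that cut the enzyme signal by at least half of the control window in the single-dose screen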;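 note: plate controls were DMSO wells with enzyme plus substrate for no effect and substrate without enzyme for full effect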
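Test system: LMPTP-A phosphatase enzyme; input: 0.625 nM LMPTP-A final; reagent: OMFP substrate, 400 µM final; compound dosing: 20 µM single dose, 3% DMSO; incubation: 50 min dark incubation at room temperature; measured by: endpoint fluorescence intensity from OMFP dephosphorylation; measure: % inhibition relative to no-enzyme and uninhibited control wells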
SUMO1-SIM PPI – alters human SUMO1 binding to SIM partners; P63165; SUMO1 binding to a labelled peptide, TR-FRET, 1 h; inhibition, % at 20 µM; 360,000 compounds, 0.33% hits; AID 602429; in the data active = inhibition above about 37%
Target sequence (P63165 whole entry, looked up): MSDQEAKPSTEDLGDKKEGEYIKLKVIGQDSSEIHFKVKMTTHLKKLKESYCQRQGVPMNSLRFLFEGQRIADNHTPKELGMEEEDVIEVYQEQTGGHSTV
* marks the source's active call; other numbers are inactive results; i = inactive; . = not tested or not shown.

Start of the data: the first 2 entries, to show the layout:
Every second line gives: SKN-1 block, STEP inh, MT1-MMP act inh, Rpn11 block, DNMT1 inh, Scp1 inh, NadD block, NRP1-CendR mod, LMPTP block, SUMO1-SIM PPI
CCOCCCNCc1cc(Br)ccc1OCC
    -5, -2, 1, i, -2, -7, -6, -4, -0.4, -3
O=C(Nc1ccccc1)C1(c2ccccc2)CC1(Cl)Cl (stereo not drawn)
    19, 2, -2, i, 0, -5, -6, 16, -0.5, 2

The listing (from the top)
Every second line gives: SKN-1 block, STEP inh, MT1-MMP act inh, Rpn11 block, DNMT1 inh, Scp1 inh, NadD block, NRP1-CendR mod, LMPTP block, SUMO1-SIM PPI
CCOCCCNCc1cc(Br)ccc1OCC
    -5, -2, 1, i, -2, -7, -6, -4, -0.4, -3
O=C(Nc1ccccc1)C1(c2ccccc2)CC1(Cl)Cl (stereo not drawn)
    19, 2, -2, i, 0, -5, -6, 16, -0.5, 2
COC(=O)[C@]1(C)N[C@H](c2ccc(SC3CCCCC3)c(OC)c2)[C@@H]2C(=O)N(C)C(=O)[C@@H]21
    17, 0, 2, i, 0, -3, -3, -2, -0.2, 4
N#Cc1ccccc1NC(=O)C(=O)NCC1CCCN1S(=O)(=O)c1cccs1 (stereo not drawn)
    -5, -2, 0, i, 5, -6, -3, 3, -0.8, -1
CCOCCCN(C(=O)Cn1nnc(-c2ccc(C)o2)n1)C(C(=O)NC1CCCC1)c1ccc(C)o1 (stereo not drawn)
    -5, 0, -5, i, 0, -1, -4, -6, -0.6, -3
COc1cc2nc(/C=C/c3ccc(N(C)C)cc3)sc2cc1SC
    34, -92, -181, ., -5, -10, 2, 135, 5.4, -11
O=C1c2cccc3cccc(c23)C(=O)N1CC1CCN(S(=O)(=O)c2ccccc2)CC1
    11, -2, 0, i, 1, -10, -2, -1, 0.8, -8
CCOC(=O)c1sc(-c2ccccc2)cc1NC(=O)CSc1nnnn1C
    -1, -5, -6, i, -2, -13, -5, 3, 4.0, -8
CCC(C)NC(=O)c1ccc(-n2c(=S)[nH]c3ccccc3c2=O)cc1 (stereo not drawn)
    -15, -1, 4, i, 1, -6, -6, 3, -0.8, 5
COC(=O)c1sc(NC(=S)NC(=O)c2ccccc2)nc1C
    -8, -3, -1, i, -3, -5, 0, -12, -0.3, -6
Cc1ccccc1NC(=O)/C(C#N)=C\c1ccsc1
    -4, -1, 0, i, 4, 3, -3, -13, -0.4, -6
COCCn1c(CN(Cc2ccccc2)Cc2ccccc2)nc2c1c(=O)n(C)c(=O)n2C
    10, 0, -11, i, 0, -14, 4, 5, 0.8, 30
CSCC[C@H](NC(=O)N1CCn2c1nc1ccccc12)C(=O)NC1CC1
    2, 6, -2, i, 2, -7, -1, 18, -1.3, 8
CC(C)NS(=O)(=O)c1ccc(OCC(=O)Nc2cccc3ccccc23)cc1
    11, 0, 0, i, 3, -2, -5, -4, 0.7, -3
O=C(Cn1cnc2c(nnn2-c2ccccc2)c1=O)NCc1ccco1
    -3, 0, -5, i, 4, -5, -3, -10, -2.6, 3
CCN(C(=O)c1cc2c(s1)-c1ccccc1S(=O)(=O)C2)c1cc(OC)ccc1OC
    97, -1, 1, i, -3, -9, 0, 2, 1.5, -20
Cc1ncc([N+](=O)[O-])n1Cc1ccccc1F
    -8, -3, 3, i, 0, -5, 2, -4, -0.6, -4
COc1ccc(C2=NOC(C(=O)NCc3ccco3)C2)cc1 (stereo not drawn)
    16, -1, -6, i, 4, -8, -3, 2, -0.2, -1
CC(C)(C)c1nc2cc(Cl)c([N+](=O)[O-])cc2o1
    2, 0, 0, i, 0, -3, -4, 15, -0.8, -17
COc1ccc(NC(=O)C2CCN(C(=O)[C@@H]3Cc4ccccc4CN3C(=O)OC(C)(C)C)CC2)cc1
    -2, 0, 2, i, 0, -4, 2, 9, -0.4, 0
CCN(CCO)C(=O)CC(c1ccccc1)c1cc(Br)ccc1O (stereo not drawn)
    -11, -1, -2, i, 1, -16, -2, -8, -0.7, 9
O=P(CO)(Cc1ccccc1)Cc1ccccc1
    -8, -5, 3, i, 4, -5, -3, 18, -1.6, 2
COc1ccc(CN2CCN(C(=O)C3CCN(C(=O)Nc4ccccc4)CC3)CC2)cc1OC
    -8, -2, 4, i, -1, -6, -1, 7, -2.0, 0
Cc1ccc(Cn2c(SCC(=O)N(C)C3CCS(=O)(=O)C3)nc3ccccc3c2=O)cc1 (stereo not drawn)
    -3, 0, -1, i, 1, -4, 0, 2, -0.4, -1
NC(=O)c1ccccc1NC(=O)CC12CC3CC(CC(Br)(C3)C1)C2
    16, -1, -1, i, 0, -5, 1, -1, 0.3, -4
COc1ccc(S(=O)(=O)N2CCCCC2)cc1NC(=O)CCCOc1ccc(C)cc1
    -3, 0, 4, i, -5, -15, -4, 10, 4.1, -1
CCOc1ccc(S(=O)(=O)N(CC(=O)Nc2cc(C)on2)Cc2ccccc2Cl)cc1
    12, 2, 0, i, 0, -9, -3, 4, 3.3, 2
COc1cc(OC)c(C(=O)OCC(=O)N2CCN(S(=O)(=O)c3ccc(C)cc3C)CC2)cc1OC
    3, 3, -4, i, -4, -4, -1, -3, -1.0, -5
OCC1(CCc2ccccc2)CCN(Cc2c(F)ccc(F)c2F)CC1
    0, -2, -3, i, 1, -7, -3, 5, -1.1, 4
C[C@@H]1CN([C@H](C)CO)C(=O)CCCn2nncc2CO[C@H]1CN(C)C(=O)c1cc(-c2ccccc2)on1
    -5, -2, -2, i, 2, ., 3, -4, -2.7, 2
Cc1ccc(NC(=O)Nc2c(C)[nH]c(=O)[nH]c2=O)cc1Cl
    10, -2, 3, i, 1, -9, -7, -4, 0.5, -1
COc1ccc(S(=O)(=O)N2CCN(c3ccc(F)cc3)CC2)cc1C(=O)N1CCOCC1
    -4, 1, -3, i, 1, -5, -2, 7, 0.5, -1
O=c1nc(NO)ccn1C1CCCO1 (stereo not drawn)
    1, -2, 2, i, 3, 5, 2, 8, -2.1, 0
Cc1ccc(NC(=O)c2noc3c2CCC3)cc1C
    16, 12, 3, i, 95*, 78*, -2, 14, 8.9, 8
O=C1C=C(NNC(=O)c2cccnc2)CC(c2ccco2)C1 (stereo not drawn)
    1, 0, -7, i, 6, 0, -8, 12, -0.9, 7
CC(O)CNc1nc2ccccc2n1-c1ncnc2sc3c(c12)CCC3 (stereo not drawn)
    -7, 5, 13, i, -5, -1, -4, -10, 6.1, 5
CC(=O)Nc1ccc(C(=O)N/C(=C\c2ccccc2)C(=O)Nc2cccc(C(=O)O)c2)cc1
    -11, -2, 3, i, -2, -12, 2, 2, -0.3, -8
CCN(C(=O)COC(=O)c1ccccc1Oc1ccccc1)c1c(N)n(Cc2ccccc2)c(=O)[nH]c1=O
    11, -3, -2, i, 4, 2, -2, -2, 0.3, 0
CC1(C)Cc2ccccc2C(NN=C2CCCC2)=N1
    -2, -2, -1, i, 13, 0, -2, -2, 1.7, -1
O=C(Nc1sc2c(c1C(=O)NC1CC1)CCCCCC2)c1ccco1
    0, -1, -3, i, 6, -3, -1, -2, -0.5, -5
NC(=NC(=O)c1ccccc1)C1=C(O)CCC1=O
    1, -3, 3, i, 5, -4, -5, -8, 0.0, 0
Cc1ccc([N+](=O)[O-])cc1N(CC(=O)NCC1CCCO1)S(C)(=O)=O (stereo not drawn)
    1, -3, -2, i, -3, 2, -10, 1, -0.5, -5
CCCCOC(=O)C1=C(N)N2C(=O)C(C)SC2=C(C(=O)OCC)C1c1ccc(O)c(OC)c1 (stereo not drawn)
    15, 1, 0, i, -5, 6, 7, 2, 0.3, 0
COC(=O)C1=C(C(=O)OC)[C@@H]2N(Cc3ccccc3)c3ccccc3[C@@]23C[C@@H](C(=O)OC)N(C(C)=O)C3=N1
    3, -1, -4, i, -2, -4, -4, 13, 1.6, 2
CC(C(=O)N1CCc2ccccc21)N1CCN(Cc2ccccc2)CC1 (stereo not drawn)
    -12, 0, 3, i, 5, -1, -4, 17, 4.5, 4
CC(C)C[C@@H]1NC(=O)[C@H](Cc2ccccc2)N(C)C(=O)[C@H](C)NC(=O)c2ccccc2NC(=O)[C@H](Cc2ccc(O)cc2)N(C)C1=O
    -7, 1, -26, i, 79*, 7, 10, 0, 1.4, 4
CCOC(=O)c1ccc(NC(=O)c2c(Cl)cc(C)nc2C)cc1
    6, -3, 6, i, -1, 0, -5, -5, -3.3, -1
Cc1ccc(C(=O)Nc2ccc3c(c2)OCO3)cc1Cl
    -4, -3, 3, i, 1, ., -4, -1, 2.1, -22
COc1ccccc1N(Cc1cc(=O)[nH]c2ccccc12)C(C)=O
    -5, -1, 1, i, -1, -8, 0, 3, 0.5, -4
Cc1ccccc1NC(=O)CSc1nc2ccccc2c(=O)n1C
    8, 1, 5, i, -3, -7, -5, 11, -1.1, -2
CC1=CC(C)C(C(=O)O)C(C(=O)Nc2cccnc2)C1 (stereo not drawn)
    -11, -2, -2, i, 4, 2, -7, 0, 0.2, -2
COCCCNc1nc2c(-c3cccc(C)c3)nnn2c2ccc(Cl)cc12
    -3, 10, 2, i, 44, 22, -5, -6, 21, -1
CCOC(=O)c1ccccc1NC(=O)CN(c1ccccc1OC)S(C)(=O)=O
    4, 0, -2, i, -6, -5, -5, -7, -0.6, 1
CC1=C(C#N)C(NC(=O)c2ccco2)(C(F)(F)F)C(=O)N1 (stereo not drawn)
    -5, -3, 1, i, 4, -1, -7, 7, -1.2, -4
O=C(c1cc2ccccc2oc1=O)N1CCCC1
    5, -4, -6, i, 7, -8, -1, 12, -0.9, -1
CCCCOc1ccc(S(=O)(=O)NC(=O)C2(C)CCN2C(=O)Cc2cccs2)cc1 (stereo not drawn)
    5, 0, 4, i, 2, ., 2, 12, -1.0, -2
C/C=C\C(=O)Nc1cccc(C2=NOC3(C2)C[C@@H](C(N)=O)N(C(=O)COc2ccc(Cl)cc2)C3)c1 (stereo partly drawn)
    12, 2, -3, i, -7, 0, 2, 9, 0.1, -5
OC[C@@H]1CN(Cc2ccc(-c3ccccc3)cc2)C[C@H](n2cnc3c(N4CCCC4)ncnc32)O1
    5, 2, -1, i, -4, ., -2, 0, 2.1, -10
COc1ccc(-c2nc(NCCCN(C)C)c3ccccc3n2)cc1
    -7, 0, 2, i, 17, 2, -4, -15, 36, 5
CC(=O)Oc1ccc(OC(C)=O)c2c1CC(C)=C(C)C2
    7, -1, -7, i, -6, -8, -4, 0, 0.6, 4

Quoted from the listing.
Entry for O=C1c2cccc3cccc(c23)C(=O)N1CC1CCN(S(=O)(=O)c2ccccc2)CC1 in DNMT1 inh: 1
Entry for Cc1ccc(Cn2c(SCC(=O)N(C)C3CCS(=O)(=O)C3)nc3ccccc3c2=O)cc1 (stereo not drawn) in NadD block: 0
